# RBX1-CUL1 inh = inhibitors of human ROC1-CUL1 ubiquitin ligase activity. AID 1347404. in vitro K48 di-Ub FRET, acceptor:donor ratio, 45 min. P62877+Q13616. 140,000 tested, 0.6% active. inhibition, % at 10 µM; in the data active means inhibition above about 25%
# Target sequence (P62877 whole entry, looked up): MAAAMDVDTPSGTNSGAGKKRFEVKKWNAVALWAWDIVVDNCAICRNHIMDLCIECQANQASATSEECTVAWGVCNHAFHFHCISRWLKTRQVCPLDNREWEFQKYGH
# Target sequence (Q13616 whole entry, looked up): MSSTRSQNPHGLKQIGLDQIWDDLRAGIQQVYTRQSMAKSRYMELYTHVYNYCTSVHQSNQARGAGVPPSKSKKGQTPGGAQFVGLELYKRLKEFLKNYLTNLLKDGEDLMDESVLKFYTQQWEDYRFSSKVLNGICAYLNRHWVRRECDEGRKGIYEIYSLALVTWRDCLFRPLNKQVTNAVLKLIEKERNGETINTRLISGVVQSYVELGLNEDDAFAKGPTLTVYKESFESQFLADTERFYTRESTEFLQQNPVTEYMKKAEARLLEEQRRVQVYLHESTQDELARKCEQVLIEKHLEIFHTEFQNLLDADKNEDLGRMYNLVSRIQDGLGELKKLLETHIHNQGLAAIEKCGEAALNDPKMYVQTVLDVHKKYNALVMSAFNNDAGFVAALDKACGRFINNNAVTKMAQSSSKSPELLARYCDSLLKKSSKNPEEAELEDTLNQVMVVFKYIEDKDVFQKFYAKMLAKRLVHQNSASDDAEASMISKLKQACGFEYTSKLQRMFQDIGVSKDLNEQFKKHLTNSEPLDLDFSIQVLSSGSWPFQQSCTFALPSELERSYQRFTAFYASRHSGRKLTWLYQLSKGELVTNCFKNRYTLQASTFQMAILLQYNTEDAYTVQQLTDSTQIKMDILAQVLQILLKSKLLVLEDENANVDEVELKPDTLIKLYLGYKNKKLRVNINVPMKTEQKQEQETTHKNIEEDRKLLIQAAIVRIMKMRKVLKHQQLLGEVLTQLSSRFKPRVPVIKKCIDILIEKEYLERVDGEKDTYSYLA
# An asterisk follows results filed as active.
RBX1-CUL1 inh	Compound
-2	O=c1c2oc3ccccc3c2n(Cc2cccc(C(F)(F)F)c2)c(=O)n1Cc1ccc2c(c1)OCO2
3	CCCS(=O)(=O)c1c(S(=O)(=O)CCC)c2c(C)cc(C)cn2c1C(=O)c1ccc(C)cc1
3	COc1ccc(OCCn2cc(/C=C3\N=C(c4ccccc4)OC3=O)c3ccccc32)cc1
5	COc1ccc(S(=O)(=O)N(Cc2ccccc2)c2ccccc2C(=O)Nc2ccc(S(=O)(=O)Nc3cccc(Cl)c3Cl)cc2)cc1
1	CSc1nc2ccc(N)cc2s1
4	Cc1ccc(C)c(CN2C(=O)C(O)(CC(=O)c3ccc(C(C)(C)C)cc3)c3ccccc32)c1 (configuration not stated)
-1	COc1ccc(CCNC(=O)c2cc(-c3ccccc3Cl)nc3ccccc23)cc1OC
-8	CCOC(=O)c1sc(N)c(SC#N)c1C
-3	CC(C)CCCC(C)C1CCC2C3CC([N+](=O)[O-])=C4C[C@@H](Cl)CCC4(C)C3CCC12C (some centres not stated)
-8	Cc1noc(C)c1C(=O)NC(C)C12CC3CC(CC(C3)C1)C2 (configuration not stated)
0	N#Cc1ccccc1-c1cccc(-c2ccn[nH]2)c1
-2	COc1ccccc1CC(=O)Nc1cnn(CC(=O)N2CCC(OCc3ccccc3)CC2)c1
4	O=C(CS(=O)(=O)Cc1ccccc1)N1CCN(c2cccc(C(F)(F)F)c2)CC1
6	Cc1cc(OCCCn2c(CCNC(=O)C3CCCCC3)nc3ccccc32)ccc1Cl
-7	O=C(CCn1c(=O)c2cccn2c2cccnc21)NCc1ccccc1F

# Nothing new here: an excerpt of the list.
RBX1-CUL1 inh	Compound
6	Cc1cc(OCCCn2c(CCNC(=O)C3CCCCC3)nc3ccccc32)ccc1Cl
-7	O=C(CCn1c(=O)c2cccn2c2cccnc21)NCc1ccccc1F

# Next records follow:
RBX1-CUL1 inh	Compound
8	Cc1nc2cc(OCc3cc(C(=O)N(C)CCC4CCOCC4)no3)ccc2s1
13	Cn1c(=O)c2[nH]c(NC3CCCC3)nc2n(C)c1=O
10	O=C(Nc1ccc(Cl)cc1)OCCSc1nc2ccccc2o1
3	Cc1ccc(S(=O)(=O)N2CCC(Br)C(=O)c3ccccc32)cc1 (configuration not stated)
5	COC(=O)NNC(=O)COc1ccccc1C
-1	Cc1ccc2[nH]c(=O)c(C3=NN(C(=O)CCC(=O)O)C(c4ccccc4)C3)c(-c3ccccc3)c2c1 (configuration not stated)
10	Cc1ccc(C)c(S(=O)(=O)c2nnn3c2nc(NCc2ccc4c(c2)OCO4)c2sccc23)c1
-1	CCOc1ccc(C(=O)Nc2nc(-c3ccc(Br)cc3)ns2)cc1
-3	Fc1cccc(CN2CCN(Cc3cccnc3)CC2)c1
3	COc1ccc(OC)c2c1CC[C@@H]1NC(=O)CO[C@H]21
1	Cc1cc(Cl)c(S(=O)(=O)N(C)C)cc1OCC(N)=O
-15	N/C(=N\OC(=O)c1ccc(Cl)cc1Cl)c1ccccc1
3	N#Cc1c(F)c(F)c(Nc2c(Cl)cccc2Cl)c(F)c1F
4	COc1ccccc1NS(=O)(=O)c1ccc(F)cc1
-8	O=C(OCc1ccccc1)c1cncc(Br)c1

# Another view of two compounds above.
SMILES: Cc1cc(Cl)c(S(=O)(=O)N(C)C)cc1OCC(N)=O
  RBX1-CUL1 inh: 1

SMILES: N/C(=N\OC(=O)c1ccc(Cl)cc1Cl)c1ccccc1
  RBX1-CUL1 inh: -15

# (cont.)
RBX1-CUL1 inh	Compound
0	COc1cc(NC(=O)N=C2CNC(=O)NC2=O)cc(OC)c1OC
6	COc1ccc(NS(=O)(=O)c2ccc3[nH]c4c(c3c2)CCCC4)cc1OC
-2	Cc1ccc(C#N)c(SCc2cc3c(cc2Cl)OCO3)n1
-5	COc1ccc(-c2cc(-c3ccccc3)nc(SCC(=O)NCC3CCCO3)c2C#N)cc1 (configuration not stated)
9	CS(=O)(=O)N1CCN(c2ccc(NC(=O)c3cccs3)cc2)CC1
-1	Cc1cc(OCC(=O)Nc2ccc3c(c2)CCC3)cc(C)c1Cl
-2	COc1cc(OC)c(C2c3c(n[nH]c3-c3ccccc3)OC(=N)C2C#N)cc1OC (configuration not stated)
-3	Cn1cnnc1CCC(=O)N1CCc2[nH]nc(-c3ccc(Cl)cc3)c2C1
-12	Cc1nn2c3c(nnc2c1-c1ccccc1)C(=O)CC(C)C3 (configuration not stated)
0	COCCN1CC(C(=O)NCCc2cn3ccccc3n2)CCC1=O (configuration not stated)
-4	Cc1cc(C)n(C(=O)CCC(=O)c2ccccc2)n1
1	CCOc1ccc(NC(=O)c2c(NC(=O)c3ccc(C)cc3)sc3c2CCC3)cc1
3	C=CCSc1nc(C)c2cc(OCC)ccc2n1
8	Cn1cc(Br)c(C(=O)NC2=NCCS2)n1
-7	O=C(CCS(=O)(=O)c1nc(-c2ccc3c(c2)OCO3)cc(C(F)(F)F)n1)Nc1ccc(Br)cc1

# Single values from above:
# For RBX1-CUL1 inh, Cc1nn2c3c(nnc2c1-c1ccccc1)C(=O)CC(C)C3 (configuration not stated) has -12
# For RBX1-CUL1 inh, COc1ccc(NS(=O)(=O)c2ccc3[nH]c4c(c3c2)CCCC4)cc1OC has 6
# For RBX1-CUL1 inh, Cc1cc(OCC(=O)Nc2ccc3c(c2)CCC3)cc(C)c1Cl has -1
# For RBX1-CUL1 inh, Cn1cnnc1CCC(=O)N1CCc2[nH]nc(-c3ccc(Cl)cc3)c2C1 has -3
# For RBX1-CUL1 inh, Cn1cc(Br)c(C(=O)NC2=NCCS2)n1 has 8
# For RBX1-CUL1 inh, Cc1cc(C)n(C(=O)CCC(=O)c2ccccc2)n1 has -4

# Next results
RBX1-CUL1 inh	Compound
5	COc1ccc(OC)c(NC(=O)c2cc(OC)c(OC)cc2OC)c1
2	Brc1ccc(-c2csc(N/N=C/c3cccc(Br)c3)n2)cc1
4	N#Cc1ccc(NN2C(=O)c3cc(Cl)c(Cl)cc3C2=O)c([N+](=O)[O-])c1
12	COC(=O)c1c(-c2ccc(C)c(C)c2)csc1NC(=O)Cc1ccc([N+](=O)[O-])cc1
-6	O=C(O)C1C2C=CC(C3CC23)C1C(=O)Nc1cccc(Cl)c1 (configuration not stated)
2	Cc1onc(-c2c(F)cccc2Cl)c1C(=O)Nc1ccc(OC(F)(F)F)cc1
1	Cc1nc(Cl)c(-c2ccccc2)c(Cl)c1C#N
17	O=C(CSc1nc2c(c(=O)[nH]1)C1(CCCC1)Cc1ccccc1-2)c1ccc(Cl)cc1
8	CN(C)S(=O)(=O)N1CCC(C(=O)NC23CC4CC(CC(C4)C2)C3)CC1
-8	Cc1ccc(-c2cn3cccnc3n2)cc1NC(=O)C(C)(C)Oc1ccc(Cl)cc1
2	Cc1ccc(-c2nn3c(C)cc(C)nc3c2C#N)cc1
6	Cc1ccccc1OCc1nnc(SCC(=O)Nc2cccc(C(F)(F)F)c2)n1C
-2	CCc1cccc(C)c1NS(=O)(=O)c1ccc(-c2cc(C)no2)s1
-8	CN1C(=O)/C(=C/c2cc(Cl)ccc2O)SC1=Nc1cccc(C(F)(F)F)c1
-10	COC(=O)C1=C(C(=O)OC)C2C=CC1C2=C1CC2SCCSC2C1 (configuration not stated)

# (listing goes on)
RBX1-CUL1 inh	Compound
3	COc1ccc(NC(=O)C(=O)NCC2(c3ccc(OC)c(OC)c3)CCCC2)cc1
-10	COc1ccc(C(=O)N/N=C(\C)c2ccc(N3CCCCC3)cc2)cc1
4	COc1ccccc1C(=O)Nc1c(C(=O)N2CCN(c3ccc(F)cc3)CC2)oc2ccccc12
6	COc1ccccc1CCCNC(=O)C1CCC(=O)N(CCCN2CCOCC2)C1 (configuration not stated)
99*	Cc1cc(C(=O)O)ccc1-n1c(C)ccc1C
-5	COC(=O)c1c(-c2ccccc2)csc1NC(=O)c1sc2cc(C)ccc2c1Cl
3	CCc1c(C(=O)OC)nn(-c2ccc(C)cc2)c(=O)c1C#N
4	Cc1ccc(C)c(C2C3=C(CCCC3=O)OC(=N)C2C#N)c1 (configuration not stated)
3	CCOC(=O)c1c(S(=O)(=O)N2CCN(c3ccccc3OC)CC2)c(C)n(C)c1C
-1	CC(=O)c1c(-c2ccccc2)nnn1-c1ccccc1
8	CCOc1cc(C2CC(=O)Nc3cc4c(cc32)OCO4)ccc1O (configuration not stated)
1	Cc1ccccc1N1CCN(S(=O)(=O)N2CCOCC2)CC1
-3	Cc1ccc(Cl)cc1N(C)C(=O)c1noc2c1CCCCC2
-5	COc1ccc(Br)cc1C1c2ccc(N)cc2OC(=N)C1C#N (configuration not stated)
-3	Cc1cccc(C(=O)NC(Nc2cccc(C)n2)(C(F)(F)F)C(F)(F)F)c1

# Additional structures follow:
RBX1-CUL1 inh	Compound
4	CCc1noc(C)c1C(=O)Nc1ccc(C(C)CC)cc1 (configuration not stated)
4	Cc1cccc(-n2c(C)cc(CC3=NC(=O)NC3=O)c2C)c1
-1	COC(=O)c1cc(NC(=O)Cn2nc(-c3ccc(C)c(C)c3)ccc2=O)cc(C(=O)OC)c1
6	CCOC(=O)c1cc2c(=O)n3ccccc3nc2n(C(C)C)c1=NC(=O)c1cc2ccccc2o1
-7	COc1ccc(C(CC(=O)Nc2ccc(Br)cn2)N2Cc3ccccc3C2=O)cc1 (configuration not stated)
-3	Cc1cc(C)c(S(=O)(=O)NCC(c2ccc(N(C)C)cc2)N2CCOCC2)c(C)c1 (configuration not stated)
4	Cc1nc2ccn(Cc3cccs3)c(=O)c2cc1C(=O)Nc1ccccc1
-6	O=C(N/N=C/c1cccc(OC2CSC2)c1)c1ccccc1O
-13	CN1CCCCC1CCNC(=O)c1ccc(N2CCN(CC3CC3)CC2)nc1 (configuration not stated)
1	Cc1ccccc1NC(=O)CN(C)S(=O)(=O)c1cccc2nsnc12
3	Cc1cccc(N(C)S(=O)(=O)c2ccc3c(c2)NC(=O)CC(=O)N3)c1
5	COc1cccc2c1N(S(=O)(=O)c1ccc(Cl)cc1)C(C)(C)C=C2C
-10	COc1ccc(OC)c(C2c3c(n[nH]c3-c3cc(OC)c(OC)c(OC)c3)OC(=N)C2C#N)c1 (configuration not stated)
-7	CN(Cc1cnn(C)c1)C(=O)c1cc(COc2ccccc2F)[nH]n1
7	CN(C)c1ccc(NC(=O)CSc2nnc(-c3cccs3)n2Cc2ccco2)cc1

# The list goes on.
RBX1-CUL1 inh	Compound
-9	Cc1ccc(C(=O)NC2CC(=O)N(Cc3ccc(F)cc3)C2)c(C)c1 (configuration not stated)
-1	CCOC(=O)c1[nH]c(C)c(C(=O)OCC)c1-c1ccccc1
1	COc1cccc(Oc2nc3c(c(=O)n(Cc4ccccc4Cl)c(=O)n3C)n2C)c1
7	CC(C)=CCN1CCNC(=O)C1CC(=O)NCc1nc(C)c(C)s1 (configuration not stated)
0	Cc1cc(OC(C)C(=O)N(Cc2ccc(N(C)C)cc2)Cc2ccco2)ccc1Cl (configuration not stated)
-9	Cc1cc(C)c(S(=O)(=O)NC(C)C)c(C)c1
1	O=C(NC1CCOC1=O)c1ccc2oc(CCc3ccccc3)nc2c1 (configuration not stated)
2	COCc1noc(-c2ccc(N(C)CC3Cc4ccccc4O3)nc2)n1 (configuration not stated)
-3	CCN(Cc1ccncc1)Cc1cnc(S(C)(=O)=O)n1Cc1ccccc1F
2	CCCCN(C)S(=O)(=O)c1cc(OC)c(Cl)cc1OC
-11	Cc1ccc2c(Cl)c(C(=O)NCc3ccccn3)sc2c1
-5	Cc1ccc(-n2nnc(C(=O)Nc3ccccc3C(F)(F)F)c2C)cc1C
7	Cc1cc(C)c(C#N)c(SCc2cc(=O)[nH][nH]2)n1
-6	CCOc1ccc(OCc2cccc(C(=O)Nc3ccc(CN4CCCCC4)cc3)c2)cc1
0	COc1ccc(CCNc2nc(-c3ccccc3OC)cc(C(F)(F)F)n2)cc1OC

# Records listed so far that bear a hit mark in RBX1-CUL1 inh.
RBX1-CUL1 inh	Compound
99*	Cc1cc(C(=O)O)ccc1-n1c(C)ccc1C

# The listing continues.
RBX1-CUL1 inh	Compound
3	Cc1sc(NC(=O)c2ccccc2F)c(CN2CCCCC2C)c1C (configuration not stated)
8	O=C(NCCN1CCN(C(=O)c2ccc(Br)cc2)CC1)c1ccc(Br)cc1
-3	COc1ccc2c(c1)C=C(CNCc1cccnc1N1CCN(C(C)=O)CC1)CO2
1	Cc1nc(C)c(C(=O)N2CCC(C3(Cc4ccc(F)cc4)NC(=O)N(CC4CC4)C3=O)CC2)s1 (configuration not stated)
-16	CCCc1cc(=O)[nH]c2nnc(SCC(=O)Nc3ccc(OC)cc3)n12
-8	CC1CCN(S(=O)(=O)c2ccc(NC(=O)C(Sc3ccccc3)c3ccccc3)cc2)CC1 (configuration not stated)
5	CCOc1ccc(NC(=O)c2oc3ccccc3c2NC(=O)C(C)Oc2ccccc2)cc1 (configuration not stated)
3	CCC1CCc2nc3sc(C(=O)Nc4ccc(C(F)(F)F)cc4)c(N)c3cc2C1 (configuration not stated)
-5	Cc1cc(/C=C2\SC(=O)N(Cc3ccc(Cl)cc3)C2=O)c(C)n1-c1ccccc1F
-1	CCOC(=O)/C(=C\c1ccncc1)C(=O)c1cc(C(C)=O)c(Nc2ccccc2)s1
-1	COCC(=O)Nc1cc(C(=O)N2CCCC(COC)C2)c2c(c1)ncn2Cc1ccc(F)cc1 (configuration not stated)
2	Cc1ccc(C)c(OCC(=O)NNC(=O)COc2ccc(Cl)cc2Cl)c1
4	COc1ccc(OCC(=O)Nc2cccc(C)c2C)cc1
-9	Cn1nc(CC(=O)Nc2nc(-c3ccccc3)cs2)c2ccccc2c1=O
2	COCC(O)CNC(=O)C1CCN(c2nc(-c3ccccc3)nc3c2CCC3)CC1 (configuration not stated)

# Other results:
RBX1-CUL1 inh	Compound
-2	Cc1ccnc(NC(=O)Cc2ccccc2F)c1
4	CC(C)(C)c1ccc(C(=O)NC(=S)Nc2ccc(S(=O)(=O)N3CCCCC3)cc2)cc1
-1	Cc1ccc2oc(=O)c3cnn(CC(=O)N4CCN(c5cccc(C(F)(F)F)c5)CC4)c3c2c1
3	Cc1cc(/C=C\c2ccc(Cl)s2)cs1
-13	COc1ccc(C(=O)c2cn(CC(=O)Nc3cc(OC)cc(OC)c3)c3ccc(OC)cc3c2=O)cc1
-2	COc1ccc(CC(=O)Nc2ccc(C)cc2)cc1
-4	CN(C)c1ccc(/C=C/C2=NC(=O)N=C(C(F)(F)F)C2)cc1
-2	Cc1cc(N2CCCCC2)ccc1CC1=NC(=O)NC1=O

# Screening data (PubChem BioAssay)

# An excerpt. The share of hits here may be higher or lower than overall.
